Source: PubChem (several laboratories)
HSP90 refold inh – inhibitors of HSP90 luciferase refolding in rabbit reticulocyte lysate; luciferase refolding luminescence, 3 h; inhibition, % at 5.6 µM; hit rate 0.91% among 290,000; AID 1789;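 active = inhibition above the screen-wide mean plus 3 SD, computed separately per campaign, cut at about 16% in these data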;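 also: 0% = DMSO wells and 100% = 60 µM geldanamycin wells; inhibitors lower the luminescence because luciferase stays unfolded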
HSF1 inh – HSF1 inhibition; activity change, negative = inhibition, % at 7.5 µM (by protocol); AID 2098; NIH3T3-HGL HSE-luciferase, MG132-induced, luminescence 8 h; active compounds read low; hit rate 0.77% among 300,000;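 active = more than half of replicate wells show activity change below -50%, luminescence cut by over half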;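 also: luciferase reports HSF-1 transcriptional activity via heat shock element; 0% = median of DMSO wells and -100% = zero luminescence signal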
Platelet DG rel – platelet dense granule release activity. human platelet-rich plasma, SFLLRN dense granule ATP release, luminescence. inhibition, %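 (compounds screened at 7.5 µM in platelet-rich plasma)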. hit rate 0.22% among 300,000;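 active = mean replicate score, as percent of positive control, at or above 50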
IEC-6 cytotox – IEC-6 cytotoxicity, counter-screen for KLF5 inhibitors | inhibition, % at 5 µM | luminescence viability | hit rate 0.78% among 290,000; in the data active = inhibition above about 22%;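 also: 0% = plate median of test compound wells and 100% = cytotoxic reference compound wells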
SKKanGAS inh – SKKanGAS growth inhibition; inhibition, % at 7.5 µM; S. pyogenes SKKanGAS, kanamycin growth, BacTiter-Glo, 6 h; hit rate 1.3% among 300,000; AID 1662;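 active = mean replicate score, as percent of positive control median, at least 50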;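 also: strain carries kanamycin resistance gene driven by streptokinase promoter and grows in 40 µg/ml kanamycin; loss of luminescence reflects streptokinase promoter inhibition or plain growth inhibition; 0% = median of DMSO wells and 100% = positive control at its reference dose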
HSF-1 act – increases HSF-1 driven luciferase reporter signal; NIH3T3-HGL HSF-1 luciferase reporter, MG132, 8 h; 100% = twice DMSO control signal; activation, % at 9 µM; hit rate 1.7% among 300,000; AID 504408;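 active = mean replicate activation of at least 50% with a set share of replicates each reaching 50%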;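 also: 0% = median of the neutral control wells and 100% = twice that signal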
HIF act – HIF pathway transcriptional activation. hit rate 0.32% among 300,000. activation, % at 7.5 µM (by protocol). AID 1910. U2OS HRE-luciferase reporter, luminescence; normalized: DMSO 0%, desferrioxamine 100%;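 active = mean activation of at least 10% of the iron chelator positive control signal, with at least half of replicates also reaching 10%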
aSyn UTR inh – MLPCN primary screen, SNCA 5' untranslated region; hit rate 0.82% among 300,000; alpha-synuclein 5'UTR reporter, inhibitor activity; inhibition, % (tested at 7.5 µM); AID 1813; in the data active = inhibition above about 60%;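 also: H4 neuroglioblastoma cells stably carrying SNCA 5'UTR luciferase fusion; 0% = DMSO wells and 100% = positive control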
KLF5 inhibitor – kruppel-like factor 5 inhibition. hit rate 0.23% among 290,000. inhibition, % at 5 µM. AID 1700. DLD-1 KLF5 promoter-luciferase reporter, luminescence;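 active = inhibition above a per-plate limit of that plate's mean compound inhibition plus 3 SD, cut at about 60% in these data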;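 also: 0% = DMSO wells and 100% = LY294002 at 200 µM; higher means less KLF5 promoter-driven luciferase light; inactives centre near -14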
AI-2 QS modul – modulates the Vibrio harveyi AI-2 quorum sensing system. Vibrio harveyi JMH597 AI-2 luminescence/OD600 ratio, 9 h; active compounds read low; strain lacks LuxN and CqsS sensors; 0 = neutral-control median. activity change, % at 7.5 µM. hit rate 0.4% among 300,000. AID 2094; in the data active = activity change below about -75%, passing the limit was not always enough;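 also: luminescence divided by OD600 gain over 9 h not by final OD600 alone; inactives centre near 13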
Starred values were filed as active, the others as inactive; . = not tested or not shown. Outcome played no part in choosing rows, and some 6% of all compounds hit somewhere here.

SMILES	HSP90 refold inh	HSF1 inh	Platelet DG rel	IEC-6 cytotox	SKKanGAS inh	HSF-1 act	HIF act	aSyn UTR inh	KLF5 inhibitor	AI-2 QS modul
COc1ccc(CN(Cc2ccc(C(=O)O)cc2)C(=S)Nc2ccccc2F)cc1OC	3	-7	1	-2	-10	14	-0.9	19	-27	48
C/C(=N\NC(=O)Cc1c[nH]c2ccccc12)c1ccc2ccccc2c1	-1	-5	3	5	13	12	0.0	-29	9	14
COc1ccc(-c2sc(Nc3ccccc3)n[n+]2C)c(C)c1C	-5	4	4	-2	1	-2	-1.0	-15	-18	5
CN(CCNC(=O)c1cccc(N2CCCC2=O)c1)Cc1ccccc1	-1	3	-14	2	1	-9	-27	3	-44	28
Cc1ccsc1CN(C)C(=O)CCc1nnc(COc2ccccc2)o1	-2	6	3	-6	-9	13	1.3	-62	-94	8
Cc1ccnc(NC(=O)CSc2cc(=O)n(C)c3ccccc23)c1	-1	-2	-8	6	-5	9	0.0	-23	-38	-5
O=C(NNC(=S)Nc1ccccc1)c1ccccc1[N+](=O)[O-]	-1	18	1	2	-6	34	3.4	-77	-20	15
O=CNn1cnc2c(oc3nc(-c4ccccc4)cc(-c4ccco4)c32)c1=O	2	1	-3	8	11	5	0.7	24	18	-5
CN1CCN(c2nc3ccccn3c(=O)c2C=C(C#N)C#N)CC1	5	-3	-8	1	-5	-5	1.3	5	13	17
Cc1cc(/C=C(\C#N)C(=O)NCc2ccco2)c(C)n1C1CCCC1	6	20	1	1	10	48	2.7	-137	-100	5
COc1ccccc1OCCNC(=O)c1cccs1	-2	9	-10	-2	-6	4	0.6	-43	-57	3
COc1ccc(OC)c(S(=O)(=O)NCCO)c1	-2	-5	-3	0	1	-6	-0.5	13	-12	2
CCCCCCCOC(=O)c1nc(Cl)c(Cl)c(N)c1Cl	-1	-7	-7	-7	2	15	0.3	-6	-3	19
COC(=O)c1ccc(NC(=O)CSc2nnc(COc3ccc4c(c3)CCCC4)o2)cc1	0	-4	-7	-6	-9	-7	-0.5	7	7	0
Cc1nonc1NC(=O)CSc1ccccn1	0	-5	4	-1	4	1	0.6	-14	-4	22
Clc1cccc(CSc2nnc(-c3sccc3-n3cccc3)o2)c1	-5	-2	18	-1	-9	-15	-0.2	-5	-32	-19
CC1CC(C)(C)N(C(=O)NC2CCCCC2)c2ccccc21 (centres undefined)	-1	11	9	4	7	57*	0.7	-47	-11	14
CC1=CC2CC1C1C(=O)N(c3ccc(S(=O)(=O)Nc4nc(C)cc(C)n4)cc3)C(=O)C21 (centres undefined)	4	1	10	0	-2	-14	1.1	-1	-3	21
Cc1ccc(NC(=S)N/N=C/c2c(C)nn(-c3ccccc3)c2N2CCCC2)cc1	1	-3	-55	-4	-3	22	0.1	22	-20	5
CS(=O)(=O)Nc1ccc(C2=NN(S(C)(=O)=O)C(c3ccc4nccnc4c3)C2)cc1 (centres undefined)	3	4	-5	4	-1	-2	-0.3	-20	-14	-3
O=S(=O)(NCCc1ccc(F)cc1)c1cccc2cccnc12	-3	9	0	0	-16	10	-0.1	-11	-21	0
CCOC(=O)c1cc(CC)sc1/N=C/C1=C(O)CCCC1=O	-12	-54*	4	1	-4	-67	0.3	.	-3	83
CCn1nc(C)c(CNC(=O)CC2C(=O)NCCN2CC(C)(C)C)c1C (centres undefined)	0	-8	10	-4	-1	-6	0.0	-2	-12	5
O=C(Nc1ccnn1C1CCN(CC2CC=CCC2)CC1)c1ccccc1Cl (centres undefined)	-8	0	-8	-3	-6	-5	-0.3	8	-31	13
Cc1onc(-c2c(Cl)cccc2Cl)c1C(=O)NN1CCCCCC1	0	-7	8	6	3	1	-0.4	-7	-24	11

Part of the list above, as labelled records:
Cc1ccc(NC(=S)N/N=C/c2c(C)nn(-c3ccccc3)c2N2CCCC2)cc1
- HSP90 refold inh: 1
- HSF1 inh: -3
- Platelet DG rel: -55
- IEC-6 cytotox: -4
- SKKanGAS inh: -3
- HSF-1 act: 22
- HIF act: 0.1
- aSyn UTR inh: 22
- KLF5 inhibitor: -20
- AI-2 QS modul: 5
Cc1ccnc(NC(=O)CSc2cc(=O)n(C)c3ccccc23)c1
- HSP90 refold inh: -1
- HSF1 inh: -2
- Platelet DG rel: -8
- IEC-6 cytotox: 6
- SKKanGAS inh: -5
- HSF-1 act: 9
- HIF act: 0.0
- aSyn UTR inh: -23
- KLF5 inhibitor: -38
- AI-2 QS modul: -5
Cc1cc(/C=C(\C#N)C(=O)NCc2ccco2)c(C)n1C1CCCC1
- HSP90 refold inh: 6
- HSF1 inh: 20
- Platelet DG rel: 1
- IEC-6 cytotox: 1
- SKKanGAS inh: 10
- HSF-1 act: 48
- HIF act: 2.7
- aSyn UTR inh: -137
- KLF5 inhibitor: -100
- AI-2 QS modul: 5

Taken from above:
Under HSF-1 act, `CC1CC(C)(C)N(C(=O)NC2CCCCC2)c2ccccc21` (centres undefined) is entered as 57*
Under Platelet DG rel, `CN(CCNC(=O)c1cccc(N2CCCC2=O)c1)Cc1ccccc1` is entered as -14
Under IEC-6 cytotox, `Cc1nonc1NC(=O)CSc1ccccn1` is entered as -1

Going on with the list.
SMILES	HSP90 refold inh	HSF1 inh	Platelet DG rel	IEC-6 cytotox	SKKanGAS inh	HSF-1 act	HIF act	aSyn UTR inh	KLF5 inhibitor	AI-2 QS modul
Cc1ccc(S(=O)(=O)N2CCN(C(=O)C3CCCC3)CC2)cc1C	0	-2	5	2	10	35	-4.3	7	-6	6
CC1CCCN(C(=O)C2CCN(c3nc(-c4ccccc4)nc4c3CCC4)CC2)C1 (centres undefined)	0	-10	-25	-2	-3	-14	-0.3	11	-5	28
Cc1ccc(N(C(C)C(=O)N2CCN(Cc3ccccc3)CC2)S(C)(=O)=O)cc1 (centres undefined)	1	-5	2	-4	-14	4	2.8	8	-33	-10
O=C(NCC1CCCO1)c1ccc2c3n(nc2c1)-c1ccccc1CO3 (centres undefined)	.	17	12	.	10	11	3.0	-103	.	7
CCOC(=O)Cc1csc(NC(=O)CCN2C(=O)c3cccc([N+](=O)[O-])c3C2=O)n1	-2	-12	3	0	0	-9	0.0	13	-12	10
Cc1cc(C)n(CCC(=O)N/N=C/c2ccccc2O)n1	-8	-4	-23	-6	-11	4	-0.3	10	-14	29
Cc1ccc(S(=O)(=O)N(C)C)cc1NC(=O)COC(=O)CCC1CCCCC1	.	1	-4	.	11	-4	0.6	6	.	29
Cc1ccc(C(=O)NC2CCN(CC(=O)NC3CCC(C)CC3)CC2)cc1 (centres undefined)	-3	-1	-2	2	1	11	-2.2	9	-48	2
O=C(Nc1oc2ccccc2c(=O)c1-c1ccc(Cl)cc1)c1ccco1	6	8	1	-1	15	36	.	7	-19	41
COc1ccc(C(C(=O)NC2CCCC2)N(C(=O)c2snc(C(N)=O)c2N)c2cccc(O)c2)cc1 (centres undefined)	1	-4	4	-7	7	16	-1.9	-24	-6	39
CCOc1ccc(NC(=O)CSC(N)=O)cc1	-3	-3	1	-9	-5	-4	-0.2	-24	-33	29
CC(C)Nc1nc(-c2ccccn2)nc(-c2ccccc2)c1C#N	-2	-18	-7	-4	31	-26	-0.2	32	-29	18
CN(C[C@H](Cc1ccccc1)N(CCN(CCc1ccccc1)N=O)N=O)N=O	2	4	-3	-2	-2	-6	0.3	13	4	5
CC(=O)NNC(=O)c1sc(=S)n2c1[nH]c(=O)c1sccc12	2	10	-5	-4	-2	3	-0.4	14	12	80
C/C(CCc1ccc2c(c1)OCO2)=N\N=C1\NC(=O)CC(C(=O)Nc2ccccc2)S1 (centres undefined)	0	-5	-1	2	5	9	-0.4	4	7	25
COc1ccc(-c2nn(-c3ccccc3)cc2/C=N/O)cc1OC	6	-5	6	27*	-3	9	-0.1	-5	-54	11
Cc1cc(N(CCO)CCO)ccc1N=Nc1cc(F)ccc1F	-2	6	-3	9	1	9	4.2	-137	-82	15
CSCC[C@H](NC(=O)OC(C)(C)C)c1nnc(SCC(N)=O)o1	9	-8	-2	5	-4	-12	0.0	13	-6	35
CC1(C)Cc2c(C#N)c(N3CCN(C(=O)c4ccccc4)CC3)nc(Cc3ccccc3)c2CO1	-2	4	-15	-1	24	18	-0.6	33	-1	19
CC(=O)N1CCN(c2nc(CC(C)C)c3c(c2C#N)CCC3)CC1	-2	-6	4	0	-1	9	-1.3	24	-26	16
COCCNC(=O)C(OC(=O)c1cc2oc(C)cc2n1C)C(C)C (centres undefined)	-2	4	22	0	-3	1	-0.5	20	-2	20
Cc1cc2ncn(S(=O)(=O)c3ccc(S(=O)(=O)N4CCOCC4)cc3)c2cc1C	-1	1	4	1	-6	-1	-0.1	13	-26	5
O=C1CN(C(=O)CSc2nc3ccccc3c(=O)n2CC2CCCO2)c2ccccc2N1 (centres undefined)	2	1	-5	2	-2	3	-1.1	21	-47	4
O=C(CNS(=O)(=O)c1ccc(F)cc1)N1CCCCCC1	1	-10	-1	4	4	9	0.3	-35	-16	20
Cc1[nH]c2ccccc2c1CN1CCN(c2ccccn2)CC1	3	52	-8	4	-1	81*	0.4	4	-14	14

Next part:
SMILES	HSP90 refold inh	HSF1 inh	Platelet DG rel	IEC-6 cytotox	SKKanGAS inh	HSF-1 act	HIF act	aSyn UTR inh	KLF5 inhibitor	AI-2 QS modul
CCOc1ccc(NC(=O)c2cc3c(=O)n(C)c4ccccc4c3n2C)cc1	-2	-4	-13	1	16	2	0.0	5	-39	13
CN(C)C(=O)CSc1nnc(-c2ccncc2)n1Cc1ccco1	-4	-2	10	3	4	0	0.5	3	-55	-3
CCCn1c(SCC(=O)c2ccc(OC)c(OC)c2)nc2c1c(=O)n(C)c(=O)n2C	1	-14	40	3	8	-16	0.0	2	-2	-6
COc1ccc(S(=O)(=O)Nc2ccc(Nc3ccccc3)cc2)cc1	.	2	1	.	-10	24	0.3	7	.	-97*
CCN=C1SC(C(=O)Nc2cccc(C(=O)O)c2)CC(=O)N1CC (centres undefined)	-5	1	-3	-7	-5	-2	0.6	17	-6	-4
O=C(CSc1ccc(F)cc1)Nc1ccc(C2SCCS2)cc1	-5	46	-9	-8	3	60*	3.2	-155	-54	-24
c1ccc(-n2c(-c3ccncc3)nnc2N2CCOCC2)cc1	1	-9	3	6	-6	-6	0.4	-12	1	23
NC(=O)c1c(NC(=O)Cc2ccccc2)sc2c1CCN(Cc1ccccc1)C2	11	35	2	-7	-1	62*	0.7	-14	-2	9

As a working copy, 2 of the compounds above:
SMILES	HSP90 refold inh	HSF1 inh	Platelet DG rel	IEC-6 cytotox	SKKanGAS inh	HSF-1 act	HIF act	aSyn UTR inh	KLF5 inhibitor	AI-2 QS modul
CCOc1ccc(NC(=O)c2cc3c(=O)n(C)c4ccccc4c3n2C)cc1	-2	-4	-13	1	16	2	0.0	5	-39	13
CN(C)C(=O)CSc1nnc(-c2ccncc2)n1Cc1ccco1	-4	-2	10	3	4	0	0.5	3	-55	-3
